RMI FANCM FP: disruptors of RMI1/RMI2 association with MM2 peptide – biochemical, fluorescence polarization, human, primary screen; RMI core complex (RMI1/RMI2) binding to FANCM MM2 peptide, human; RMI core complex with F-MM2 peptide; stronger effect = lower value; FP signal (polarization) at 33 µM; 70,000 tested, 0.58% active; AID 1159607, 2016; in the data active = FP signal below about 40; also: inactives centre near 61; strong numbers were not always called active; unit not given here
* hit, by the source's call; & = joins results of further samples. An excerpt, so the mix of outcomes need not match the whole.

SMILES | RMI FANCM FP
CCCN1C(=O)C(C)(C)COc2ccc(NS(=O)(=O)c3ccc(Br)cc3)cc21 | 67
Cn1nnc2c(=O)n(CC(=O)NC3CCCCC3)cnc21 | 65
OCc1ccc(-c2nn(Cc3ccccc3)c3ccccc23)o1 | 55
CCC1CCC(c2nnc(-c3ccc([N+](=O)[O-])cc3)o2)CC1 (stereo unspecified) | 57
O=C(O)COCC(=O)N1CCN(C(c2ccccc2)c2ccccc2)CC1 | 56&49
COc1ccc(S(=O)(=O)NCCCn2nc(-c3ccc(F)cc3)ccc2=O)cc1OC | 65
Cc1cc(=O)n2c(-c3ccc(NC(=O)Nc4ccc(F)cc4)cc3)csc2n1 | 65
CC(=O)Oc1ccc2c(c1)CCC1C2=CCC2(C)C(OC(C)=O)CCC12 (stereo unspecified) | 52
CCOc1ccc(-c2csc(SCc3ccc(C(=O)NCc4ccccn4)o3)n2)cc1 | 64
COc1cccc(C(=O)Nc2c(C)nc3scc(C)n3c2=O)c1OC | 54
Cc1ccc(-c2csc(C(C#N)=C3CCC(c4ccccc4)CC3)n2)cc1 (stereo unspecified) | 66
N/C(=N/OC(=O)C1CCc2ccccc2O1)c1ccc(C(F)(F)F)cc1 (stereo unspecified) | 49
Cc1cccc(OCC(=O)NCCCn2nc(-c3ccc(F)cc3)ccc2=O)c1 | 65
COc1ccc(-c2csc(NC(=O)c3cccc(Cl)c3)n2)cc1 | 71
COc1ccc(F)cc1S(=O)(=O)Nc1ccc2c(c1)N(S(=O)(=O)c1ccc(F)cc1)CCC2 | 74
COc1cc2c(cc1OC)-c1c(C#N)c(-c3ccc(Cl)cc3)c(C(=O)c3cccs3)n1CC2 | 60
CN(C)CCCNC(=O)c1c(F)cccc1NC(=O)c1cccc(C(F)(F)F)c1 | 49
CCOC(=O)c1ccc(NC(=O)c2cc(C)nn2CC)cc1 | 66
Cn1cc(S(=O)(=O)NCCc2c[nH]c3ccccc23)c(=O)n(C)c1=O | 58
Fc1ccc2nc(Nc3nnc(-c4ccco4)o3)sc2c1 | 80
O=C(CSc1nnc(NC(=O)c2cccs2)s1)Nc1ccccc1C(F)(F)F | 56
Cc1ccc(NC(=O)CC2CCCCN2S(=O)(=O)c2ccccc2)cc1Cl (stereo unspecified) | 74
O=C1NCCN=C(c2ccccc2)c2ccccc21 | 58
COc1ccccc1NC(=S)C(C#N)C(=O)N1CCCC1 (stereo unspecified) | 60
c1ccc(Sc2c(-c3ccccc3)nc3sccn23)cc1 | 54
N#Cc1ccc(C(=O)N(Cc2ccccn2)c2nc3c(Cl)cccc3s2)cc1 | 70
CCn1ccc(C(=O)N(CCCN(C)C)c2nc3ccccc3s2)n1 | 71
Cc1onc(-c2ccccc2Cl)c1C(=O)N1CCN(Cc2nc(-c3ccco3)cs2)CC1 | 61
Cc1ccc(C)c(S(=O)(=O)NCCNC(=O)c2ccc(NC(=O)C3CC3)cc2)c1 | 62
O=C(CCCCCn1c(=S)[nH]c2cc3c(cc2c1=O)OCO3)N1CCN(C(=O)c2ccco2)CC1 | 58
O=C(Nc1cc(Cl)cc(Cl)c1)C1CCCN(S(=O)(=O)c2ccc(Cl)cc2)C1 (stereo unspecified) | 76
CCOc1cccc2sc(NCC3CCCO3)nc12 (stereo unspecified) | 66
Cc1cc(-c2nnc(NC(=O)c3cccc(Oc4ccccc4)c3)o2)nn1C | 70
CN(C)S(=O)(=O)c1ccc(C(=O)Nc2ccc3c(c2)N(C(=O)C2CCCC2)CC3)cc1 | 69
O=C(c1cccc([N+](=O)[O-])c1)N1CCN(Cc2ccc3c(c2)OCO3)CC1 | 62
CC(C)(C)OC(=O)NCCN=Cc1cccc([N+](=O)[O-])c1 | 54
Cc1csc(NC(=O)Cc2csc(Nc3ccc(OC(F)(F)F)cc3)n2)n1 | 67
O=C(COc1ccc(F)cc1)Nc1ccc2c(c1)CN(C(=O)c1ccccc1)CC2 | 67
CCOC(=O)C1CCc2sc(N)nc21 (stereo unspecified) | 62
CCOc1cccc2cc(C(=O)NCCCn3nc(-c4ccncc4)ccc3=O)c(=O)oc12 | 64
Cc1cc(C)c2nc(N(Cc3ccccn3)C(=O)c3cccc(S(C)(=O)=O)c3)sc2c1 | 115
COc1ccc(C(=O)N/N=C\c2ccc(C(C)C)cc2)cc1 | 80
c1ccc(N2CCN(c3c4c(nc5ncnn35)CCC4)CC2)cc1 | 57
C=CCn1c(=NC(=O)Cc2cc(C)ccc2C)sc2cc(F)cc(F)c21 | 73
O=C(N/N=C\c1ccc([N+](=O)[O-])cc1)c1cc(-c2ccc(Br)s2)[nH]n1 | 63
COc1ccc(OC)c2sc(N(CC3CCCO3)C(=O)c3ccc(F)c(F)c3)nc12 (stereo unspecified) | 63
OC(c1nc2ccc(Cl)cc2[nH]1)C(O)c1nc2ccc(Cl)cc2[nH]1 (stereo unspecified) | 55
COc1cc(C)c(C)cc1S(=O)(=O)NCC1CCN(Cc2ccccc2)CC1 | 71
CSC1=C(C#N)C2(CCCCC2)C(c2nc(-c3ccc(C)cc3)cs2)C(N)=N1 (stereo unspecified) | 58
CCOc1ccc2nc(NC(=O)c3cc([N+](=O)[O-])cc([N+](=O)[O-])c3)sc2c1 | 55

Continued.
SMILES | RMI FANCM FP
O[C@@H]1C2C3CC4C5C3C1C(c1ccccc1)(C42)[C@H]5O (stereo partly specified) | 58
O=C(CCCSc1ccc(NC(=O)C2CC2)nn1)Nc1ccc(C(F)(F)F)cc1 | 70
C=C(C#N)CN1CCN(CC(=C)C#N)CC1 | 50
O=C(NCCCN1CCOC(c2ccccc2)C1)c1cccs1 (stereo unspecified) | 73
N#Cc1cccc(NC(=O)c2ccncc2)c1 | 60
C/C(=C/C(=O)O)C(=O)Nc1ccccc1Oc1ccccc1 | 56
Cc1nnc(NC(=O)c2csc(Nc3ccccc3)n2)s1 | 63
O=S(=O)(c1ccccc1F)N1CCN(Cc2ccccc2)CC1 | 52
O=C(NCCS(=O)(=O)N1CCN(c2ncccn2)CC1)c1cnccn1 | 62
Cc1ccc(S(=O)(=O)N(C)C)cc1NC(=O)c1ccccc1 | 64
CCCc1cnc(N2CCN(CC(=O)Nc3ccc4c(c3)OCCO4)CC2)nc1 | 66
COc1ccc2c(c1)[C@@]1(C)CCC(=O)C[C@H]1CC2 | 54
O=C(Nc1cc(Cl)cc(Cl)c1)Nc1cnccc1C(F)(F)F | 56
Cc1nc2sc3c(c2c(=O)n1/N=C\c1ccccn1)CCCC3 | 58
CCCOc1ccc(/C=C(\C#N)C(=O)Nc2ccc(Cl)cc2[N+](=O)[O-])cc1 | 79
O=C(NC1CC1)c1ccc2c(=O)nc3c(-c4ccccc4)n[nH]n3c2c1 | 64
COC(=O)Cn1c(=NC(=O)c2ccc(S(=O)(=O)N3CCCc4ccccc43)cc2)sc2cc(S(N)(=O)=O)ccc21 | 58
O=C(Cn1nc(C2CC2)c2cnn(-c3ccccc3)c2c1=O)NC1CCCC1 | 56
Cc1[nH]n(-c2ccccc2)c(=O)c1C(=O)c1ccccc1 | 56
Nc1cnc(Cl)nc1N | -17
COc1ccc(N2CCN(CCNC(=O)c3ccc(Br)o3)CC2)cc1 | 65
O=C(NCCn1ncc2c(=O)n(Cc3cccc(F)c3)cnc21)c1ccc2c(c1)OCO2 | 70
COc1ccccc1C(=O)N1CCN(c2oc(-c3cccs3)nc2C#N)CC1 | 63
COC(=O)CSc1ccc(NC(=O)C2CC2)nn1 | 67
COC(=O)c1cc(/C=C/C(=O)N(C(=O)NC2CCCCC2)C2CCCCC2)cn1C | 43
O=C(NCCSCc1c(F)cccc1Cl)c1cccs1 | 54
O=C(COc1ccc(Cl)cc1)Nc1nnc(-c2ccno2)o1 | 55
O=C(Cn1c(-c2cccnc2)nc2ccccc21)Nc1ccc(OC(F)(F)F)cc1 | 75
CCOC(=O)c1c(NC(=O)c2cccc(N3C(=O)CCC3=O)c2)sc2c1CCN(C(C)=O)C2 | 103
O=C(/C=C/c1ccccc1Cl)NC1CCCCC1 | 66
Cc1ccc(S(=O)(=O)NC(=O)NNC(=O)NC2CCCCC2)cc1 | 68
CCOC(=O)C1=C(N)CC(C(=O)OCC)=C(N)C1 | 16*
Cc1cc(=O)[nH]c(-n2nc(C)c(CCC(=O)Nc3cccc(C(F)(F)F)c3)c2C)n1 | 61
Cc1ccc([N+](=O)[O-])c(C(=O)SCC(=O)Nc2cc(C(F)(F)F)cc(C(F)(F)F)c2)c1 | 59
Cc1nnc(C2CCCN(C(=O)Cc3ccc(F)cc3)C2)s1 (stereo unspecified) | 60
CCc1cc2c(cc1C(=O)CCN1CCOCC1)C(C)(C)CCC2(C)C | 57&59
Cc1cc(NC(=O)COc2ccccc2)n(C(C)C)n1 | 68
CCOC(=O)N/N=C(/C)c1cc(OCC(F)(F)F)ccc1OCC(F)(F)F | 57
Cc1ccccc1-c1noc(CS(=O)(=O)c2ccc(CC(C)C)cc2)n1 | 82
O=C(CSc1nnc(Cc2ccccc2)o1)Nc1ccc(OC(F)(F)F)cc1 | 72
CCCS(=O)(=O)N1CCc2ccc(NC(=O)C3CCCCC3)cc2C1 | 69
Cc1cc(NC(NC(=O)c2ccccc2C)(C(F)(F)F)C(F)(F)F)no1 | 57
O=C(NCCOc1ccc2nnc(-c3ccccc3)n2n1)c1cccs1 | 62
COCC(C)NC(=O)c1ccc2nc(-c3ccccc3)c(-c3ccccc3)nc2c1 (stereo unspecified) | 55
COc1ccc(-c2noc(-c3cccn(CC(=O)NCc4ccccc4Cl)c3=O)n2)cc1OC | 70
CC(C)(C)c1cc(NC(=O)CSc2nnc3ccccn23)cc(C(C)(C)C)c1 | 59
COC(=O)NCCc1nc2ccccc2[nH]1 | 52
COc1ccc(/C=N\NS(=O)(=O)c2ccc(Cl)cc2)cc1OC | 53
Nc1sc2c(c1-c1nc3ccccc3s1)CCCC2 | 144
COCC(C)NC(=O)c1cc(-c2ccc(OC)cc2)nc2c1c(C)nn2C1CCS(=O)(=O)C1 (stereo unspecified) | 68

More results follow:
structure | RMI FANCM FP
Oc1ccccc1-c1nncn1-c1ccccc1 | 59
CCOc1ccc(-c2[nH]ncc2Oc2cccc(OC)c2)c(O)c1 | 59
CC1(C)Cc2cccc(C(=O)N3CCC(c4c[nH]c5ccccc45)CC3)c2O1 | 54
O=C(Nc1nnc(-c2ccco2)o1)c1cc(Cl)sc1Cl | 62
CCOP(=O)(OCC)C(Nc1ccccc1)c1ccccc1F (stereo unspecified) | 60
CC(C)(C)OC(=O)N1CCCN(C(=S)Nc2cccnc2)CC1 | 54
Cc1cc(C)n(CCN(C(=O)c2ccco2)c2nc3c(F)cc(F)cc3s2)n1 | 93
O=C(CCSc1ccccc1)Nc1nnc(-c2ccc(Br)cc2)o1 | 67
O=C(NCCC1=CCCCC1)Nc1c[nH]c2ccccc12 | 53
COc1ccccc1-c1cc2c(=O)n(Cc3nc(-c4ccccc4C)no3)ccn2n1 | 73
COc1ccc(Cl)cc1NC(=O)NCCn1ncccc1=O | 63
O=C(Nc1nnn(-c2ccc([N+](=O)[O-])cc2)c1-c1ccccc1)N1CCOCC1 | 65
O=C(NCc1ccsc1)C12CC3CC(CC(C3)C1)C2 | 68
Cc1csc2ncnc(NCCc3ccc(Cl)cc3)c12 | 57
O=C(Nc1ccc2c(c1)N(C(=O)c1ccco1)CC2)c1ccc(C(F)(F)F)cc1 | 76
Cn1nccc1C(=O)Nc1nc(-c2ccc(F)cc2)cs1 | 73
CN(C)c1ccc(CCNC(=O)C(=O)Nc2ccccc2Cl)cc1 | 69
Cc1c(/C=C/c2ccnc(SCC(=O)Nc3ccc(C(C)C)cc3)n2)sc2ccccc12 | 74
Cc1ccc2nc(NC(=O)CSc3nc(=O)n(CCN4CCOCC4)c4c3CCCC4)sc2c1 | 53
CCc1cccc2sc(NCc3cccnc3)nc12 | 66
COc1ccc(/C=N\NC(=O)CC#N)cc1OC | 59
CN(C)CCCN(C(=O)C(c1ccccc1)c1ccccc1)c1nc2ccc(F)cc2s1 | 100
CCOC(=O)N1CCN(C(=O)CSc2nncn2C)CC1 | 58
Cc1cc(-c2nnc(NC(=O)COc3ccc(Cl)cc3)o2)nn1C | 72
COCCn1c(SC)nc2c(c1=O)SCC2 | 57
CCN(Cc1ccccc1)c1nc2c([nH]1)c(=O)n(C)c(=O)n2C | 52
Cc1cc(C)c(C)c(S(=O)(=O)NCc2ccc(C(=O)N3CC(C)OC(C)C3)cc2)c1C (stereo unspecified) | 76
CS(=O)(=O)c1cccc(-c2nnc(NC(=O)c3ccc([N+](=O)[O-])cc3)o2)c1 | 63
O=C(Cc1ccc(-c2ccccc2)cc1)NCC(c1ccsc1)N1CCCC1 (stereo unspecified) | 62
CCOc1ccc(-n2ccnc(SCC(=O)c3cccc(Cl)c3)c2=O)cc1 | 165
Cn1ncc(C(N)=O)c1[N+](=O)[O-] | 63
Cc1cc(NC(=O)NCCCSc2nnc(C)s2)no1 | 52

16 entries already listed, sorted by SMILES length, largest number first:
structure | RMI FANCM FP
Cc1cc(C)c(C)c(S(=O)(=O)NCc2ccc(C(=O)N3CC(C)OC(C)C3)cc2)c1C (stereo unspecified) | 76
Cc1c(/C=C/c2ccnc(SCC(=O)Nc3ccc(C(C)C)cc3)n2)sc2ccccc12 | 74
O=C(Nc1ccc2c(c1)N(C(=O)c1ccco1)CC2)c1ccc(C(F)(F)F)cc1 | 76
CN(C)CCCN(C(=O)C(c1ccccc1)c1ccccc1)c1nc2ccc(F)cc2s1 | 100
CCOc1ccc(-n2ccnc(SCC(=O)c3cccc(Cl)c3)c2=O)cc1 | 165
CCN(Cc1ccccc1)c1nc2c([nH]1)c(=O)n(C)c(=O)n2C | 52
Cc1cc(-c2nnc(NC(=O)COc3ccc(Cl)cc3)o2)nn1C | 72
CN(C)c1ccc(CCNC(=O)C(=O)Nc2ccccc2Cl)cc1 | 69
Cn1nccc1C(=O)Nc1nc(-c2ccc(F)cc2)cs1 | 73
O=C(NCc1ccsc1)C12CC3CC(CC(C3)C1)C2 | 68
CCOC(=O)N1CCN(C(=O)CSc2nncn2C)CC1 | 58
Cc1csc2ncnc(NCCc3ccc(Cl)cc3)c12 | 57
COc1ccc(/C=N\NC(=O)CC#N)cc1OC | 59
Cn1ncc(C(N)=O)c1[N+](=O)[O-] | 63
CCc1cccc2sc(NCc3cccnc3)nc12 | 66
COCCn1c(SC)nc2c(c1=O)SCC2 | 57

Screening data as filed in PubChem BioAssay.
